# PPARg SRC1 recr – agonists of human PPARgamma SRC-1 coactivator recruitment; AID 631; activation, % at 8 µM; PPARgamma-SRC-1 coactivator recruitment biochemical assay; 200,000 tested, 0.41% active; P37231; in the data active means activation above about 19%;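 further: 0% = DMSO and 100% = reference agonist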
# Target sequence (P37231 whole entry, looked up): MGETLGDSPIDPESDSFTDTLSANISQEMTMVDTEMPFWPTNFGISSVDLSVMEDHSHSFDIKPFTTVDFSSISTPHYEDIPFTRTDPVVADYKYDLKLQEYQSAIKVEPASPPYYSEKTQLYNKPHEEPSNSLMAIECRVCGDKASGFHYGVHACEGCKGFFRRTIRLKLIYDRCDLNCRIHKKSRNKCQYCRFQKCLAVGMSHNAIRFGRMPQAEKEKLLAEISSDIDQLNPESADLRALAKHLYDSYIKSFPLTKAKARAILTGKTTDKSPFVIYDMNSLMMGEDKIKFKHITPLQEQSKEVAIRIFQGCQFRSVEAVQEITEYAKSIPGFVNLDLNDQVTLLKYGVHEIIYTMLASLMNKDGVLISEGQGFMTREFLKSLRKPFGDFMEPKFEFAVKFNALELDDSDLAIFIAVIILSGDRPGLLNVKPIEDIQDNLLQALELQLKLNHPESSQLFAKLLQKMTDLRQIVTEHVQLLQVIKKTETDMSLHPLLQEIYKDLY
# bIAP inh – blocks bovine intestinal alkaline phosphatase activity. purified bovine IAP, CDP-star luminescence, 30 min. inhibition, % at 20 µM. 190,000 tested, under 10 active. AID 1019;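 active means over 50% inhibition of intestinal alkaline phosphatase at 20 µM in the single-dose screen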
#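 Assay system – bovine IAP enzyme · Quantity – bovine IAP at 1/65,000,000 final dilution · Detection – CDP-star luminescence signal · Times – 30 min reaction at room temperature · Also added – CDP-star substrate at 30 µM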
# PPARg SRC2 recr – promotes SRC-2 coactivator recruitment by human PPARgamma. P37231. AID 1032. activation, % at 8 µM. 200,000 tested, 0.34% active. PPARgamma LBD-SRC-2 recruitment, biochemical; in the data active means activation above about 22%;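 further: 0% = vehicle and 100% = reference agonist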
# ROMK mod – modulators of human ROMK potassium channel. 130,000 tested, 2% active. Tet-inducible ROMK, thallium flux fluorescence; actives lie on both sides. B-score at 10 µM. AID 1918. P48048;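 active means signal ratio slope over the read window, or its plate-corrected B-score, at least 3 SD from the plate mean, either direction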;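 further: B-score of the F/F0 ratio slope over 7 to 12 s after thallium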
# PPARg SRC3 recr – PPARgamma-driven SRC-3 recruitment agonism. 200,000 tested, 0.26% active. biochemical PPARgamma/SRC-3 coactivator recruitment assay. AID 731. P37231. activation, % at 8 µM; in the data active means activation above about 23%;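 further: 0% = DMSO and 100% = reference agonist; some compounds past the cut are filed as inactive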
# Lmaj promast – reduces viability of Leishmania major promastigotes; resazurin fluorescence viability; inhibition, % at 10 µM; 200,000 tested, 9% active; in the data active means inhibition above about 50%;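 further: promastigotes grown with compound for 44 hours at 28 °C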
# SRC2 TRFRET art – counter-screen for PPARgamma SRC-2 recruitment agonists: TR-FRET artefact; hits give high values; TR-FRET ratio at 8 µM; 200,000 tested, 0.4% active; AID 1049; in the data active means TR-FRET ratio above about 2000; further: inactives centre near 1500; reference of the scale not given here
# Redox H2O2 prof – compounds producing H2O2 with reducing agent – biochemical, NIH compound library profiling, artefact control for MLSCN library redox annotation, primary screen. DTT-dependent redox cycling H2O2, phenol red/HRP absorbance; 100% = 100 µM peroxide control, 0% = buffer. activation, % at 10 µM. 200,000 tested, 0.03% active;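 active means activation of at least 50% relative to the plate's high and low controls in the primary single-dose screen; inactive means activation below 50%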;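 further: compound incubated with DTT at 0.8 mM final as the reducing agent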
# bIAP act – increases bovine intestinal alkaline phosphatase activity; activation factor at 20 µM; 200,000 tested, 0.17% active; purified bovine IAP, CDP-star luminescence, 30 min; hits give high values; fold of DMSO-control signal, blank-subtracted; AID 1016;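 active means activation factor of 2 or more at 20 µM, a signal rise over negative controls twice the positive control's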
# S1P3 antag – antagonists of human S1P3 receptor; inhibition, % at 4.98 µM; 170,000 tested, 0.27% active; CHO S1P3 NFAT-BLA reporter, FRET fluorescence, antagonist mode; Q99500;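 active means inhibition above the plate cutoff, the mean inhibition of test wells on that plate plus 3 SD, cut at about 28% in these data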;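 further: cells challenged with S1P at its EC80 of 0.8 µM; blue over green emission ratio from cleaved BLA substrate after 4 h stimulation; 0% = S1P-stimulated wells and 100% = unstimulated DMSO-only wells; some compounds past the cut are filed as inactive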
# Target sequence (Q99500 whole entry, looked up): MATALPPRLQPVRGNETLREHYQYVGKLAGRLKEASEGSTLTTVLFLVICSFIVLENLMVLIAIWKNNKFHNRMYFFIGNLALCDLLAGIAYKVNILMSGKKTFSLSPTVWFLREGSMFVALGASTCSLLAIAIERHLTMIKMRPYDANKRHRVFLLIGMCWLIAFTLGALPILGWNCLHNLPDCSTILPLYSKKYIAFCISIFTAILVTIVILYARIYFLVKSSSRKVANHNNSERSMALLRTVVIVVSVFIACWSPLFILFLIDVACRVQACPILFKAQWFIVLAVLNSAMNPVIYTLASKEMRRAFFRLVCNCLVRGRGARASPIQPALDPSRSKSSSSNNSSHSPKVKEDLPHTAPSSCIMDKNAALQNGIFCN
# TLR4 MyD88 comp – TLR4-MyD88 interaction inhibition in cells. HeLa CL3-4 TLR4/MyD88 BLA complementation, FRET ratio. O00206+Q99836. inhibition, % at 8.4 µM. 200,000 tested, 0.18% active; in the data active means inhibition above about 25%;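 further: 0% = vehicle and 100% = reference inhibitor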
# Numbers without * were called inactive; x = not tested or not shown. Random draw from the library (roughly 11% active in at least one column).
SMILES,PPARg SRC1 recr,bIAP inh,PPARg SRC2 recr,ROMK mod,PPARg SRC3 recr,Lmaj promast,SRC2 TRFRET art,Redox H2O2 prof,bIAP act,S1P3 antag,TLR4 MyD88 comp
O=C(Nc1cccc(-c2nnn(CC(=O)N3CCc4ccccc4C3)n2)c1)C1CCC1,8,-38,9,-0.34,12,99*,1541,0.0,1.4,x,3
Cc1nc(NCCCO)c(C#N)c2c1COC(C)(C)C2,5,7,1,0.48,-2,-2,1581,-0.3,0.9,x,10
N=c1c(C(=O)NCc2ccco2)cc2c(=O)n3ccccc3nc2n1CC1CCCO1 (stereo not drawn),2,x,3,x,4,12,1579,0.3,x,x,-3
Cn1cnnc1SCC(=O)c1cc2ccccc2oc1=O,5,-5,6,x,5,-5,1730,2.5,1.1,-69,-7
CCOc1ccccc1NC(=O)Cn1nnc(C(=O)NCc2ccco2)c1N,8,-5,9,x,3,-7,1811,0.6,1,36,-9
CCn1c(SCC(=O)c2cc(C)n(-c3ccc(C(=O)OC)cc3)c2C)nnc1-c1cccnc1,-6,-1,-3,x,-1,71*,1488,-5.0,1,-4,6
Cc1ccc(C)c(NC(=S)NNC(=O)c2csc3c2CCCC3)c1,-1,-16,7,-0.73,-5,1,1759,-0.6,1.2,x,15
CCOCC(=O)Nc1ccc([N+](=O)[O-])cc1Cl,-2,9,-2,0.0036,0,5,1537,-1.1,0.9,1,-2
CCOc1ccc(Br)cc1S(=O)(=O)N1CC(C)OC(C)C1 (stereo not drawn),1,4,5,0.6,6,0,1459,0.7,1,15,-2
O=C(COC(=O)c1ccc(CSc2ccc(Cl)cc2)cc1)Nc1ccccc1,-1,7,0,x,-6,-7,1559,2.0,0.9,-4,-6
COC(=O)CCCNS(=O)(=O)c1ccc2ccccc2c1,-5,9,1,1.3,5,-7,1514,1.2,0.9,x,-5
C[C@@H]1NC(=O)c2cc([N+](=O)[O-])cc(I)c2NCCCC[C@@H](C(N)=O)NC(=O)[C@H](CCC(=O)O)NC1=O,1,12,11,-0.73,-2,-8,1599,0.6,0.9,-6,-8
C=CCN(CC=C)C(=O)c1ccc(OC2CCN(S(=O)(=O)N(C)C)CC2)cc1,-4,-18,-7,0.11,-4,-3,1531,-0.2,1.2,-2,3
CC(=O)Nc1ccc(N2C(=O)CSC2c2cccc([N+](=O)[O-])c2)cc1 (stereo not drawn),-4,-4,6,-0.46,1,0,1360,-2.5,1,-4,-14
CCOC(=O)c1ccc2[nH]c3c(c2c1)CCCCC3=O,7,25,-1,x,4,-2,1807,0.4,0.8,31,12

# A draw from above in order of count of non-hydrogen atoms, lowest first:
SMILES,PPARg SRC1 recr,bIAP inh,PPARg SRC2 recr,ROMK mod,PPARg SRC3 recr,Lmaj promast,SRC2 TRFRET art,Redox H2O2 prof,bIAP act,S1P3 antag,TLR4 MyD88 comp
CCOCC(=O)Nc1ccc([N+](=O)[O-])cc1Cl,-2,9,-2,0.0036,0,5,1537,-1.1,0.9,1,-2
CCOC(=O)c1ccc2[nH]c3c(c2c1)CCCCC3=O,7,25,-1,x,4,-2,1807,0.4,0.8,31,12
Cn1cnnc1SCC(=O)c1cc2ccccc2oc1=O,5,-5,6,x,5,-5,1730,2.5,1.1,-69,-7
CC(=O)Nc1ccc(N2C(=O)CSC2c2cccc([N+](=O)[O-])c2)cc1 (stereo not drawn),-4,-4,6,-0.46,1,0,1360,-2.5,1,-4,-14

# The listing continues.
SMILES,PPARg SRC1 recr,bIAP inh,PPARg SRC2 recr,ROMK mod,PPARg SRC3 recr,Lmaj promast,SRC2 TRFRET art,Redox H2O2 prof,bIAP act,S1P3 antag,TLR4 MyD88 comp
O=C(CNCc1cccs1)NC12CC3CC(CC(C3)C1)C2,2,-21,-5,-0.8,-1,-10,1468,-0.9,1.2,-6,0
COc1ccccc1NC(=O)N1CCCC1C(=O)NCC1CCCO1 (stereo not drawn),-4,1,8,-0.26,4,-12,1515,0.0,1,-10,8
Cc1nc(SCC(=O)c2ccccc2)c([N+](=O)[O-])[nH]1,7,14,-1,x,0,-7,1451,1.1,0.9,x,4
CC(SCc1ccccc1)C(=O)Nc1ccc2c(c1)OCO2 (stereo not drawn),-4,19,7,-0.79,10,3,1443,0.1,0.8,x,-7
C=CCc1cccc(/C=N/n2c(C)nnc2C)c1O,2,2,0,x,-3,-6,1457,1.0,1,x,10
COc1cc(/C=C(\C#N)c2nc3c(s2)CC(C)CC3)ccc1O (stereo not drawn),3,41,4,x,-4,-4,1463,-0.2,0.6,x,22
CCOC(=O)CN(C#N)c1nc(C)cc(C)n1,-1,9,-1,x,-1,-6,1437,2.2,0.9,x,-4
CC1=NNC(=O)C1CCC(=O)N/N=C(/C)c1ccc([N+](=O)[O-])cc1 (stereo not drawn),2,10,4,x,0,41,1630,-0.1,0.9,6,4
O=C1CCC(C(=O)N(Cc2cccs2)C2(C(=O)NC3CCCCC3)CCCCC2)N1 (stereo not drawn),-4,-5,7,1.3,8,-1,1402,-0.7,1.1,3,5
COc1ccc(CCNC(=O)CSc2nc(-c3ccc(OC)c(OC)c3)ccc2C#N)cc1,0,-112,-2,x,-1,28,1407,4.5,2.1*,-7,-12
Cc1cc(C(=O)CSc2cccc[n+]2[O-])c(C)n1-c1ccc(Br)cc1,5,-19,-1,1.4,0,95*,1203,0.6,1.2,-2,6
Cc1ccc(NC(=O)CSc2nnc(CNC(=O)c3ccccc3F)o2)cc1,-10,5,-7,0.074,0,-4,1408,-0.5,1,-5,7
ClC1(Cl)CC1Cn1c(C2CC2)nc2ccccc21 (stereo not drawn),-10,9,-3,-0.86,-2,16,1548,-0.4,0.9,-2,2
Cc1ccccc1Nc1nc2ccccc2n1C(C)C,2,12,5,-0.02,0,37,1498,0.2,0.9,5,-12
O=C(O)c1ccccc1N1C(=O)C2C3CCC(C3)C2C1=O (stereo not drawn),5,-8,4,0.48,5,-9,1476,-0.5,1.1,-11,-7
CC(C)(C)SCCNC(=O)CSCc1ccc([N+](=O)[O-])cc1,-6,8,-1,x,7,-1,1724,2.4,0.9,x,-3
CN(CC(=O)Nc1ccc(C(N)=O)cc1)CC(=O)Nc1ccccc1Cl,-4,4,2,-0.4,3,51*,1603,x,1,-15,0
O=C(c1ccc([N+](=O)[O-])cc1)N1CCSC1c1ccc(Br)cc1 (stereo not drawn),10,18,2,x,5,5,1610,-0.3,0.8,-3,-1
CC1(C)Oc2ccc(C(=O)N3CCOCC3)cc2N(CC(=O)Nc2ccccc2)C1=O,5,0,10,x,-1,-7,1642,-3.6,1,-19,9
COCCCn1c(Cc2ccccc2)nnc1SCC(=O)N1CCCCC1,3,-1,0,-0.06,-1,-9,1652,1.6,1,2,-6
C=CCn1c(SCC(=O)O)nnc1-c1cccs1,8,7,6,x,0,-5,1604,-0.1,0.9,x,-1
CNC(=O)c1c(NC(=O)c2nc3ccccc3s2)sc2c1CCC2,10,15,-3,x,4,-3,1494,-0.7,0.8,17,-1
O=C(c1cc2ccccc2oc1=O)N1CCSC1c1ccco1 (stereo not drawn),0,5,-6,x,3,-5,1515,-2.8,0.9,-6,12
COC(=O)c1ccsc1NC(=O)C1COc2ccccc2O1 (stereo not drawn),1,9,-1,x,-4,-6,1582,-2.4,0.9,10,9
O=C1NC2(CCCc3ccccc32)C(=O)N1Cc1nnc(-c2ccccc2Br)o1 (stereo not drawn),0,-3,-9,0.49,2,-3,1501,0.0,1,8,-5
COc1cccc(N2CCN(C(=O)CN(C)S(=O)(=O)c3ccc4c(c3)c(=O)n(C)c(=O)n4C)CC2)c1,4,-3,0,x,-4,5,1537,-0.6,1,-5,-8
CCN(CC)CCNC(=O)C1CCC(=O)N(c2ccc(OC)cc2)C1c1ccc(F)cc1 (stereo not drawn),2,3,-4,0.17,-2,-7,1601,-0.3,1,x,-11
O=C(Nc1cccc(Cl)c1)Nc1ccnc(-c2cccnc2)n1,8,0,0,2.4*,3,46,1630,-1.8,1,-12,-2
CCn1c(COc2ccc(=O)n(-c3ccccc3)n2)nnc1SCc1ccccc1C,-4,-2,7,x,9,-9,1615,-0.3,1,x,-2
CCOC(=O)c1c(-c2ccc(C)cc2)csc1NC(=O)/C(C#N)=C/c1ccc(O)c(OC)c1,1,-8,-8,x,-1,-7,1617,0.5,1.1,-7,6
COc1ccccc1CN1CCN(Cc2nc(-c3cccs3)no2)CC1,10,-5,1,-0.63,-1,0,1425,-0.9,1,8,4
Cc1ccc(Nc2nc3ccccc3s2)cc1,-3,18,-13,1,3,-3,1442,-0.1,0.8,5,10
Cn1cc(CNC(=O)c2cc(-c3ccccc3)nc3ccc(Br)cc23)cn1,5,-1,7,-0.08,0,0,1679,1.5,1,-6,-10
O=C(CN1C(=O)/C(=C/c2ccccc2F)Sc2ccccc21)NCc1cccnc1,10,-5,1,-0.53,-1,19,1548,0.0,1.1,-2,0
Cc1csc(NC(=O)CSc2nc3sc(C)c(C)c3c(=O)[nH]2)n1,-4,-3,-2,1.3,-9,-10,1447,-0.8,1,-1,-13
O=C(c1ccc(CS(=O)(=O)c2ccc(Br)cc2)o1)N1CCOCC1,-1,4,5,x,4,-5,1603,0.1,1,-5,-5
COc1ccccc1NC(=O)CN1CCN(c2ccccc2)CC1,9,-15,0,1.1,2,0,1683,0.0,1.1,0,-2
Cc1cc(C)n(-c2ccc(C(=O)OCC(=O)Nc3cc(Cl)ccc3[N+](=O)[O-])cc2)n1,-3,14,-7,0.018,-1,59*,1463,0.2,0.9,3,-14
Cc1ccc(NC(=O)c2ocnc2C)cc1Cl,7,7,0,-1.4,-7,-2,1722,-1.8,0.9,x,-3
COc1ccccc1NC(=O)CSc1nc2ncccc2[nH]1,5,-5,3,x,-5,7,1688,-8.4,1.1,7,-3
O=C(NCCN1CCc2ccccc2C1)C1CCN(S(=O)(=O)N2CCC3(CC2)OCCO3)CC1,-1,-6,2,x,-12,-6,1355,2.2,1.1,10,-5
COc1cccc(NC(=O)c2ncn[nH]2)c1,-6,10,4,-0.36,10,6,1445,0.5,0.9,-6,-3
CSc1nc(N(C)NC(=O)c2ccc(Cl)cc2)c2ccccc2n1,-2,14,5,x,6,4,1524,1.9,0.9,x,15
COc1ccccc1C(=O)NNC(=O)c1ccc(NC(=O)CC(C)C)cc1,-6,-17,-3,-0.17,1,13,1569,-1.5,1.2,-12,-1
CCOC(=O)N1CCN(C(=O)c2nn(-c3cc(OC)cc(OC)c3)c(=O)c3ccccc23)CC1,-1,0,-4,x,-3,-5,1539,-2.0,1,3,12
COc1cccc(-n2c(SCC(N)=O)nnc2-c2c[nH]c3ccccc23)c1,4,-3,-3,x,13,1,1653,-0.7,1,-5,9
Cc1cc(NC(=O)Cc2ccccc2)c2ccccc2n1,-4,11,-5,-0.17,-1,3,1246,-0.3,0.9,14,2
CCCC(=O)OCCNc1cc(SCCC(=O)OC)c2nonc2c1[N+](=O)[O-],0,5,-7,x,-1,16,1231,0.7,1,-10,-13
O=C(C1=C[C@H](c2ccc3c(c2)OCO3)C[C@H](OCCCCO)O1)N1CCOCC1,8,-5,-6,x,0,-10,1333,0.7,1,-11,0
Cc1ccccc1NC(=S)N(C)CCc1ccccn1,-2,8,5,0.03,2,-1,1424,0.3,0.9,-10,-14
